# EPAC1 antag: antagonists of human EPAC1 | O95398 | EPAC1 GEF assay, Rap1b-BODIPY-GDP exchange fluorescence | Potency, µM (titrated, usually from 115 µM), for the others: at the highest dose activity change, negative = inhibition, actives largely listed as inhibitors | 0.14% of 360,000 active | AID 720709;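 also: plate controls were vehicle for no effect and positive control for full effect; nearly all actives have a fitted effect of over 50% in size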
# FUS suppressor: rescues growth of FUS-expressing yeast; Potency, µM (series often up to 76.6 µM), without a hit: top-dose growth rescue (activation), actives largely listed as activators; 0.24% of 390,000 active; AID 1347120; S. cerevisiae FUS-expressing, growth rescue, OD600, 24 h;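 also: plate controls were DMSO vehicle for no effect and reference control for full effect; nearly all actives have a fitted effect of over 55% in size; some results filed as inactive show a strong effect at the top dose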
#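 S. cerevisiae expressing FUS from galactose induction served as the toxicity model. Growth after 24hr at 30C, read as absorbance at 600 nm, indicates suppression of toxicity; compounds dosed at several concentrations.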
# aSyn yeast inh: alpha-synuclein toxicity inhibition in yeast | Yeast expressing alpha-synuclein, growth rescue, BacTiter-Glo, 24 h | Potency, µM (titrated, usually from 46.1 µM), for inactives: at the highest dose growth rescue (activation), hits mostly activators | 0.14% of 370,000 active | AID 652106; also: % of control where 0% means no effect; nearly all actives have a fitted effect of over 65% in size
#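 Screening used galactose-induced yeast with toxic alpha-synuclein levels, exposed to compound for 24 hr at 30 deg C. Cell growth, read with BacTiter-Glo luminescence, gave the measured signal.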
# TDP-43 yeast inh: rescues yeast growth from TDP-43 toxicity; TDP-43 expressing yeast growth rescue, BacTiter-Glo, 24 h; Potency, µM (top dose mostly 46.1 µM), inactives show at the top dose growth rescue (activation), actives largely listed as activators; 1.8% of 410,000 active; AID 652104; also: % of control where 0% means no effect; nearly all actives have a fitted effect of over 50% in size
#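 Cell-based yeast growth screen: TDP-43 expression induced in galactose, inoculum OD600=0.02 after raffinose pregrowth to mid-log. Read-out BacTiter-Glo luminescence at 24 hr, 30 deg C; inhibition of toxicity seen as signal increase.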
# EPAC2 agonist: activates human EPAC2 exchange factor; Q8WZA2; EPAC2 activation, biochemical qHTS; response scale: 100% = 6.5 mM cAMP response; Potency, µM (highest dose often 154 µM), without a hit: at the highest dose activation, hits mostly activators; 0.079% of 360,000 active; also: nearly all actives have a fitted effect of over 50% in size
# Target sequence (Q8WZA2 whole entry, looked up): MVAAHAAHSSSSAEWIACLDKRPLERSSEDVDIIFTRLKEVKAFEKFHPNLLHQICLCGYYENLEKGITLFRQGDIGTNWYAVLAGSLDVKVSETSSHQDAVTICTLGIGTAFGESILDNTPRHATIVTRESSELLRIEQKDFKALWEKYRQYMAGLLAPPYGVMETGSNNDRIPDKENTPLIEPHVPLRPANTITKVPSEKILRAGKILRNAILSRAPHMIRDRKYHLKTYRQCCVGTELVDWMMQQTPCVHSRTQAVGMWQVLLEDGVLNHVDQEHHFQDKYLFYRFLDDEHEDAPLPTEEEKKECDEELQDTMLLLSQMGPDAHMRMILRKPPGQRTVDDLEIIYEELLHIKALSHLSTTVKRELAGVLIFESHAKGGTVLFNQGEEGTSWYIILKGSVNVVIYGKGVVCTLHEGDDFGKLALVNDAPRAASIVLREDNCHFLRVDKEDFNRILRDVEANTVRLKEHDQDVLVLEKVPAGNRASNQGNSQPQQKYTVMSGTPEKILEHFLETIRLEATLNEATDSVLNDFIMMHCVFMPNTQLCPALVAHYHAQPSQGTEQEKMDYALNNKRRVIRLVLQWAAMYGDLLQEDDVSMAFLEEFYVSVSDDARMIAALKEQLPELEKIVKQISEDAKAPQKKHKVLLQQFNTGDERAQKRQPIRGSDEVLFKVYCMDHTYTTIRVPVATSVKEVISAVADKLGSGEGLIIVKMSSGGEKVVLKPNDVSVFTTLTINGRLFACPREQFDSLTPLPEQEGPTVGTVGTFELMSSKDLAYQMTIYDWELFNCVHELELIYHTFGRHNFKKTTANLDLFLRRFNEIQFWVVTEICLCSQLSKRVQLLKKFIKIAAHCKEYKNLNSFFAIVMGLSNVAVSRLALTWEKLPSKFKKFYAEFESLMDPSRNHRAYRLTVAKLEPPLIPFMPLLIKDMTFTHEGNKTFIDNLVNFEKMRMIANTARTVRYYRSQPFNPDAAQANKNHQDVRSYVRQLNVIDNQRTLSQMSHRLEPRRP
#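 qHTS, titration series. 100 nM EPAC2 / 250 nM Rap1B-BODIPY-GDP / 50 uM GDP; RT; ex 480/em 540 nm, 5-min reads to 30 min. Norm. to 6.5 mM cAMP = activation.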
# PTHR1 agonist: PTHR1 (human) receptor agonism; 0.075% of 410,000 active; Q03431; HEK293 GP2 PTHR1 cells, GloSensor cAMP luminescence, 1 h; Potency, µM (highest dose often 115 µM), for the others: at the highest dose activation, hits mostly activators; AID 743266; also: nearly all actives have a fitted effect of over 55% in size; some results filed as inactive show a strong effect at the top dose; inactives centre near -15; many of its hits are not listed in these tables
#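 HEK-293-derived GP2 cells expressing PTHR1 and a GloSensor cAMP reporter, 3,000/well, plated overnight, given luciferin plus IBMX (each 0.5 mM as added) for 1 h at 37 °C, then compound for 1 h at 37 °C. Luminescence was read after 15 min at room temperature.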
# EPAC1 ag: agonists of human EPAC1; O95398; EPAC1 agonist qHTS, biochemical assay; response scale: 100% = response to 6.5 mM cAMP; Potency, µM (highest dose often 154 µM), without a hit: top-dose activation, hits mostly activators; 0.073% of 360,000 active; AID 720707; also: nearly all actives have a fitted effect of over 60% in size
#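 Nucleotide exchange assay: 100 nM EPAC1 with 250 nM Rap1B loaded with BODIPY-GDP and 50 uM GDP, room temperature. Fluorescence (480/540 nm) read every 5 min for 30 min; signal change normalized to 6.5 mM cAMP as full agonist.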
# EPAC2 antagonist: antagonists of human EPAC2 | Q8WZA2 | EPAC2 GEF exchange of Rap1B-BODIPY-GDP, fluorescence | Potency, µM (titrated, usually from 114 µM), without a hit: at the highest dose activity, negative = inhibition, most hits filed as inhibitors | 0.18% of 360,000 active | AID 720708; also: % is scaled to controls: 0 for no effect and ±100 for the full control effect; nearly all actives have a fitted effect of over 45% in size; many of its hits are not listed in these tables
# An asterisk follows results filed as active; i = inactive; ? = inconclusive; . = no result given; [ ] = dose if it differs, or a comment. Calls follow the shape of the dose curve; as a rule, active = well fitted curve in the direction sought with a large enough effect; inconclusive = small, poorly fitted or top-dose-only effect, or another doubt; inactive = no such curve, though single readings can be large; an effect the other way counts as inactive or inconclusive. Potency is read from the fitted curve at half-maximal effect.
SMILES,EPAC1 antag,FUS suppressor,aSyn yeast inh,TDP-43 yeast inh,EPAC2 agonist,PTHR1 agonist,EPAC1 ag,EPAC2 antagonist
C/C(=N\NC(=O)c1cccc([N+](=O)[O-])c1)c1cccnc1,-20%,-30%,-5%,18%,6%,i,10%,2%
CN1CCN(S(=O)(=O)c2ccc(N3CCN(S(=O)(=O)/C=C/c4ccccc4)CC3)nc2)CC1,10%,24%,-4%,?,-5%,i,-2%,15%
CC(C)Oc1ccc(S(=O)(=O)N2CCCCC2)cc1NC(=O)CN1C(=O)NC2(CCCC2)C1=O,-8%,38%,5%,-5%,7%,i,-2%,-6%
COc1ccc(Cl)c2sc(NC(=O)c3ccc(S(=O)(=O)N4CCCC4)cc3)nc12,.,-4%,4%,15%,.,-5%,.,.
COc1ccc(C(=O)C2CCCN(C(=O)c3cccc(Cl)c3F)C2)cc1OC (configuration not stated),-3%,6%,8%,?,3%,-6%,2%,-2%
O=C1CCC(O)CCN1CCSc1ccccc1 (configuration not stated),-1%,-7%,-8%,-4%,9%,i,2%,-8%
CCOC(=O)c1ccc(NC(=S)N(CCCN2CCN(CC)CC2)Cc2ccco2)cc1,-12%,20%,13%,13%[9.22 µM],12%,i,5%,4%
CCN(C(=O)CN1C(=O)S/C(=C\c2ccc(Cl)cc2)C1=O)C1CCS(=O)(=O)C1 (configuration not stated),-23%,-8%,0%,6%,5%,-56%[inhibitor],8%,-2%
CC1CCc2c(sc(NC(=O)CSc3nc4c(c(C(F)(F)F)n3)CCc3ccccc3-4)c2C(N)=O)C1 (configuration not stated),-1%,6%,-2%,3%,-6%,i,-7%,7%
Cc1ccc2c(c1)CCCN2C(=O)NC1CCCCC1,2%,31%,17%,-7%,-8%,-20%,-6%,-9%
ClN=C1C=CC=CC1=NCl,?,15%,-3%,-11%,12%,-3%,9%,10%
COC(=O)c1ccc(S(=O)(=O)N(C2CCCCC2)C2CCCCC2)n1C,2%,-21%,0%,12%,3%,i,13%,8%
C/C(=N\NC(=O)C(N)=O)c1ccc(Br)cc1,-6%,6%,1%,-1%,4%,i,2%,3%
Cc1cc(C(C)(C)C)ccc1OC(=O)C1=CC=CN2CCS(=O)(=O)N=C12,-2%,-3%,-5%,5%,-14%,i,-14%,3%
Cc1ccc(/C=N/Nc2nc(N3CCOCC3)nc(N3CCOCC3)n2)o1,10%,26%,-3%,-17%[0.397 µM],5%,i,-1%,-2%
Oc1ccc2ccccc2c1C=Nc1ccccc1Br,-26%,-22%,2%,-20%,-418%[inhibitor],-9%,2%,-29%
NC(=O)c1ccc(NC(=O)CNC(c2ccccc2)c2ccccc2)cc1,-16%,25%,-6%,9%,9%,-23%,1%,-25%
CC1(C)CC(=O)C=C(c2cccc3c2oc2ccccc23)C1,-10%,32%,-9%,-13%,8%,i,2%,-22%
O=C(CSc1ccc2nnc(-c3cccc(F)c3)n2n1)N1CCCc2ccccc21,-11%,.,-12%,-16%,2%,-64%,-6%,-1%
CC(C)CN(C(=O)COC(=O)c1c(Cl)ccc(Cl)c1Cl)C1CCS(=O)(=O)C1 (configuration not stated),-14%,23%,6%,4%,1%,-21%,3%,-12%
CCN1C(C(=O)c2ccccc2)=C(Nc2ccccc2C)c2ccccc2S1(=O)=O,-11%,3%,7%,-9%,-14%,-3%,17%,0%
N#Cc1ccc(CC(C(=O)O)N2Cc3ccccc3C2=O)cc1 (configuration not stated),11%,-7%,-1%,-5%,6%,4%,4%,1%
Cc1cccc(C)c1NC(=O)C(c1ccc([N+](=O)[O-])cc1)N1CCCCC1 (configuration not stated),-7%,-6%,-7%,0%,0%,-7%[57.5 µM],7%,-3%
CCn1c(CNC(=O)c2ccc(OC)c(OC)c2)nnc1SCC(=O)Nc1ccc(OC)cc1,18%,12%,-2%,12%,-3%,-30%,-6%,11%
Cc1nn2c(N3CCN(c4ccccn4)CC3)cc(C(C)C)nc2c1-c1ccccc1,6%,-4%,-4%,0%,15%,-6%,6%,-8%

# Four entries already listed, arranged by their value in PTHR1 agonist, largest number first.
compound	PTHR1 agonist
N#Cc1ccc(CC(C(=O)O)N2Cc3ccccc3C2=O)cc1 (configuration not stated)	4%
Oc1ccc2ccccc2c1C=Nc1ccccc1Br	-9%
Cc1ccc2c(c1)CCCN2C(=O)NC1CCCCC1	-20%
O=C(CSc1ccc2nnc(-c3cccc(F)c3)n2n1)N1CCCc2ccccc21	-64%

# Exported with values under each structure: part of the list above
# Values run as follows: EPAC1 antag | FUS suppressor | aSyn yeast inh | TDP-43 yeast inh | EPAC2 agonist | PTHR1 agonist | EPAC1 ag | EPAC2 antagonist
- CC(C)CN(C(=O)COC(=O)c1c(Cl)ccc(Cl)c1Cl)C1CCS(=O)(=O)C1 (configuration not stated)
  -14% | 23% | 6% | 4% | 1% | -21% | 3% | -12%
- CCN1C(C(=O)c2ccccc2)=C(Nc2ccccc2C)c2ccccc2S1(=O)=O
  -11% | 3% | 7% | -9% | -14% | -3% | 17% | 0%
- N#Cc1ccc(CC(C(=O)O)N2Cc3ccccc3C2=O)cc1 (configuration not stated)
  11% | -7% | -1% | -5% | 6% | 4% | 4% | 1%
- Cc1cccc(C)c1NC(=O)C(c1ccc([N+](=O)[O-])cc1)N1CCCCC1 (configuration not stated)
  -7% | -6% | -7% | 0% | 0% | -7%[57.5 µM] | 7% | -3%

# Later entries.
SMILES,EPAC1 antag,FUS suppressor,aSyn yeast inh,TDP-43 yeast inh,EPAC2 agonist,PTHR1 agonist,EPAC1 ag,EPAC2 antagonist
Cc1cccc(C)c1NC(=O)C(C1CC1)n1c(=O)c(-c2ccccc2)nc2ccccc21 (configuration not stated),2%,36%,?,13µM*,8%,-18%,8%,-26%
CC(C)CN1CCNC(=O)C1CC(=O)NCc1cnn(-c2cccc(F)c2)c1 (configuration not stated),2%,10%,0%,21%,4%,-9%,18%,-4%
CC(=O)c1ccc(OCC(O)CN2CCN(c3ccc(F)cc3)CC2)cc1 (configuration not stated),-10%,-4%,9%,-3%,3%,-9%,12%,5%
O=C(N/N=C/C(c1ccccc1)c1ccccc1)c1ccccc1F,-8%,-22%,-4%,-26%,-4%,-24%,-4%,-1%
Cc1ccc(-n2nc(N)c3c(=O)oc(N(C)C)nc32)cc1,13%,-11%,-1%,?,3%,i,-3%,18%
CCOc1ccc(N/C=C/C(=O)c2cc(OC)c(OC)c(OC)c2)cc1,-12%,?,16%,30%,16%,i,14%,-17%
CCOc1cccc(-c2cc(C(=O)N/N=C/c3ccc(OC)c(CN4CCOCC4)c3)c3ccccc3n2)c1,10%,34%,-6%,-4%,12%,-26%,7%,-8%
COc1ccc(-c2noc3c2-c2nc(-c4ccc(Br)cc4)sc2CC3)cc1,11%,-14%,3%,24%,-3%,-13%,3%,6%
O=C(O)Cc1ccc(NC2(c3ccccc3)C(=O)c3ccccc3C2=O)cc1,.,-9%,-1%,32%,.,i,.,.
CC(=O)NNc1ncnc2c1cnn2-c1ccc(C)c(Cl)c1,2%,1%,-1%,18%,6%,i,8%,-2%
CNCC(O)CN1CCN(c2ccccc2OC)CC1 (configuration not stated),5%,10%,-4%,0%,-3%,i,8%,11%
CCCCNC(=O)C1(NC(=O)Nc2ccccc2)CCCCC1,0%,-4%,0%,0%,1%,-24%,-8%,-6%
O=c1oc2ccccc2n1Cc1cccc(Cl)c1,-10%,-10%,4%,?,1%,-6%,-5%,-22%
COc1cc2ccc(=O)oc2c(O)c1OCC=C(C)C,0%,-16%,6%,5%,12%,-11%[57.5 µM],8%,-3%
O=C(NCCSCc1c(F)cccc1Cl)c1ccco1,1%,-2%,-12%,23%,-3%,i,5%,-7%
CC(c1nnc(SCC(=O)Nc2cccnc2Cl)n1-c1ccccc1)N(C)C (configuration not stated),-8%,5%,-3%,-4%,1%,i,3%,1%
CCCCn1c(CNC(=O)C23CC4CC(CC(C4)C2)C3)nnc1SC(C)CC (configuration not stated),-7%,?,9%,14%,-7%,i,-8%,-11%
O=C(CN1CCCC1)Nc1ccc(Cl)cc1C(F)(F)F,5%,15%,2%,2%,-9%,i,-6%,-6%
CC1=C(C(=O)OC(C)(C)C)C(c2cccc3ccccc23)NC(=O)N1 (configuration not stated),-7%,10%,1%,9%,-8%,i,0%,7%
CCC(CO)N=CC1=C(O)C(C(=O)c2ccccc2)CCC1=O (configuration not stated),8%,-12%,-12%,8%,3%,i,-3%,3%
CN(C)S(=O)(=O)c1ccc(N=Cc2c(C(F)(F)F)[nH][nH]c2=O)cc1,-17%,-18%,-11%,9%,-6%,-1%,8%,5%
CCOC(=O)[C@]12CCCC=C1N(Cc1ccccc1)C(=O)[C@H](CC(=O)NCCCCc1ccccc1)C2,-13%,?,?,-15%,4%,-9%,-7%,-23%
CSCCC(NC(=O)c1ccccc1Br)C(=O)N1CCC(C)CC1 (configuration not stated),2%,12%,7%,-9%[0.397 µM],8%,i,9%,13%
CC(C)C[C@H]1CN([C@@H](Cc2ccccc2)CN2CCC[C@H]2CN2C(=O)C(=O)NC[C@@H]2Cc2ccc(O)cc2)C(=O)C(=O)N1CC1CCCCCC1,-21%,31%,1%,16%,-9%,-27%,-1%,-15%
Cc1ccc(S(=O)(=O)NCC(C)n2nc(C)cc2C)cc1 (configuration not stated),6%,4%,4%,-12%,9%,i,13%,6%
# Remaining list, next part:
SMILES,EPAC1 antag,FUS suppressor,aSyn yeast inh,TDP-43 yeast inh,EPAC2 agonist,PTHR1 agonist,EPAC1 ag,EPAC2 antagonist
CCCCN(C)C(=O)C1CCC(=O)N(c2cc(OC)c(OC)c(OC)c2)C1c1ccc(OC)cc1 (configuration not stated),10%,24%,-1%,-11%,-15%,i,2%,1%
COc1ccc(NC(=O)COC(=O)c2cnccn2)cc1Cl,-19%,19%,-8%,-1%,-6%,i,0%,4%
COc1ccc(C(C)(C)C)cc1NC(=O)C1CCCO1 (configuration not stated),4%,9%,-1%,-7%,-4%,-27%,-15%,-6%
Cc1nn(CC(=O)NCCN2CCCCCC2)c(=O)c2nn(-c3ccccc3)c(C)c12,26%,28%,0%,-1%,3%,i,0%,3%
COC(=O)C1=C(O)/C(=C\c2cc(C)n(-c3ccccc3C)c2C)N=C1C,-4%,?,15%,-3%,8%,-8%[57.5 µM],7%,5%
O=C(c1cc2nc(-c3ccco3)cc(C(F)(F)F)n2n1)N1CCN(Cc2ccccc2)CC1,7%,15%,14%,-17%,0%,i,3%,-12%
COc1cc(C#N)ccc1OCC(=O)NCCC1=CCCCC1,3%,-20%,3%,30%,10%,-12%,6%,10%

# Only part of the results is shown, so the mix of outcomes need not match the whole.
